Bioassay records as filed in PubChem BioAssay.
Cneo AK release: Cryptococcus neoformans lysis via adenylate kinase release | C. neoformans lysis, adenylate kinase release luminescence, 4 h; normalised: neutral wells 0, clomiphene wells 100 | lysis activity, % at 15 µM | actives 0.2% (n = 360,000) | AID 651654;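 active = mean lysis activity across replicates of at least 80%, whatever share of replicates individually reach that level; inactive = mean lysis activity below 80%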
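Material: C. neoformans cells | Amount: Yeast cell density of 5 × 10^6 cells/mL | Medium: Fresh YPD growth medium | Dosing: Single dose | Times: Static 4 h at 37 °C with compound, 1 h detection | Detection: AK luminescence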
ARNT TACC3 PPI: disruptors of human ARNT/TACC3 interaction; actives 0.66% (n = 390,000); AlphaScreen His-ARNT PAS-B/GST-TACC3 binding, luminescence; TACC3 fragment carries E629A point mutation; inhibition, % at 9.99 µM; Q9Y6A5; AID 623870;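 active = mean inhibition of replicates at least 50% and at least half of replicates each reaching 50%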;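 note: 0% = complete ARNT plus TACC3 wells and 100% = ARNT alone without TACC3; many hits fall short of the cut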
esBAF inh: SWI/SNF esBAF complex inhibition. mouse ES cells, Bmi1-luciferase knock-in reporter, 24 h; 100% = twice the neutral-well signal. actives 2% (n = 350,000). reporter increase, % at 12.5 µM; in the data active = activation above about 40%;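 note: 0% = median of the plate's neutral control wells and 100% = double that signal; a rise in the Bmi1 reporter signal indicates esBAF inhibition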
Statin myotox sup: suppression of simvastatin myotoxicity; C2C12 myotubes + simvastatin, ATP luminescence, 48 h; scaled: DMSO 0, geranylgeraniol control 100; rescue of ATP level, % at 7.49 µM; actives 0.78% (n = 330,000); AID 602340;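 active = mean ATP rescue above about 67%, or every replicate alone reaching that limit, limit read from the data, passing the limit was not always enough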;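 note: myotubes were challenged with 10 µM simvastatin during compound exposure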
SIRT5 inh: inhibitors of human sirtuin-5 desuccinylase; inhibition, % at 15 µM; actives 1.1% (n = 330,000); Purified SirT5, succinyl-peptide AMC, trypsin-coupled fluorescence; Q9NXA8; in the data active = inhibition above about 15%
Target sequence (Q9NXA8 whole entry, looked up): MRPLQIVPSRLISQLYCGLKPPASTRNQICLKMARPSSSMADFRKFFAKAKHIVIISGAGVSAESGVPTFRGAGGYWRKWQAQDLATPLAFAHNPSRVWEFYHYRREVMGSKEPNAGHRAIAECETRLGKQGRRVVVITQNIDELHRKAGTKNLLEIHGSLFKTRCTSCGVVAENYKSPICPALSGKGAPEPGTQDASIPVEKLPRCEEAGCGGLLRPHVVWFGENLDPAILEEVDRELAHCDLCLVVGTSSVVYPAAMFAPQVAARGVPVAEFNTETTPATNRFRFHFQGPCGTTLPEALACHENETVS
miR-122 sensor: inhibitors of miR-122 in Huh7 cells; Huh7 miR-122 Renilla luciferase sensor, 48 h; neutral wells = 0, positive control = 100; activation (reporter increase), % at 12.5 µM; actives 0.3% (n = 340,000); AID 602342;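 active = mean replicate activation score at least 90 and every replicate individually at or above 90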;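 note: higher luciferase means less miR-122 activity so hits act as miR-122 inhibitors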
ERp5 inh: blocks human ERp5 reductase activity on insulin. Q15084. inhibition, % at 9.99 µM. actives 0.05% (n = 350,000). ERp5 insulin aggregation, absorbance 650 nm, 90 min. AID 651711;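 active = mean replicate inhibition above about 25%, with every replicate also reaching it, limit read from the data, passing the limit was not always enough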
Target sequence (Q15084 whole entry, looked up): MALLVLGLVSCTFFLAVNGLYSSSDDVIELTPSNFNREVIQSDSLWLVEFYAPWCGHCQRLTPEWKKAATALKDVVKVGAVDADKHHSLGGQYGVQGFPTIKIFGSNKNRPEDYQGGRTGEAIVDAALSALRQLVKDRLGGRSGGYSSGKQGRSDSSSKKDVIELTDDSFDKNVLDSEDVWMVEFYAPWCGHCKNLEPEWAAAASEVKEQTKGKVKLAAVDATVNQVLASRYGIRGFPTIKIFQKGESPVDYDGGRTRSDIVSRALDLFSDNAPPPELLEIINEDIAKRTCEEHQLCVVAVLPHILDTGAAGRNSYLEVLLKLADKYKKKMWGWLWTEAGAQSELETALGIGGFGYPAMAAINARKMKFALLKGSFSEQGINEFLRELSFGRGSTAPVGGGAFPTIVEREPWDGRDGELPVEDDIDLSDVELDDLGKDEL
Starred values were filed as active, the others as inactive; nt = not tested or not shown; [ ] = another dose, or the depositor's remark.

smiles,Cneo AK release,ARNT TACC3 PPI,esBAF inh,Statin myotox sup,SIRT5 inh,miR-122 sensor,ERp5 inh
CO[C@@H]1CC[C@@H]2CCN(C)C(=O)CC3(CCCCC3)CN(C)C(=O)c3cc(C#N)ccc3OC[C@H]1O2,0,-6,4,-3,0,nt,1
CC1=CC2C(C3C=CC2(C)C(=O)C3(C)O)C(C)(O)C1=O (stereo not drawn),nt,nt,1,4,-1,-6,0
C=CCNC(=O)CN(c1ccccc1OCC)S(=O)(=O)c1ccc(C)cc1,1,-3,-3,-3,nt,24,nt
COCC(=O)N1C[C@H](C)[C@H](OC)CN(C)C(=O)c2cc(NC(=O)C3CCC3)ccc2OC[C@@H]1C,-7,-4,-5,11,24*,nt,3
C[C@H](CO)N1C[C@H](C)[C@@H](CN(C)C(=O)NC2CCCCC2)OCCCC[C@H](C)Oc2ccc(NC(=O)Nc3ccc(C(F)(F)F)cc3)cc2C1=O,53,0,5,nt,4,-12[16.7 µM],-5
Cc1ccc(C(=O)OCC(=O)Nc2sc3c(c2C#N)CCCC3)cc1NC(=O)c1ccco1,0,nt,-1,-4,nt,-6,nt
COc1cccc(N2CCN(C(=O)C3CCC(=O)N(C4CCCCCC4)C3)CC2)c1 (stereo not drawn),1,5,8,-8,1,-5,7
COc1ccc(C(c2nnnn2CC2CCCO2)N2CCN(c3cccc(C)c3C)CC2)cc1 (stereo not drawn),-4,1,nt,nt,nt,15,nt
COc1cc(OC)nc(NC(=O)COC(=O)C2CCCCC2)n1,-1,2,-7,nt,nt,-12,nt
C[C@@H]1CCCCO[C@@H](CN(C)C(=O)C2CCCCC2)[C@H](C)CN([C@H](C)CO)C(=O)c2cc(NC(=O)CCC(F)(F)F)ccc2O1,0,-3,16,nt,1,-2[16.7 µM],3
CO[C@H]1CC[C@@H]2CCOc3c(C#N)cccc3C(=O)N(C)C[C@H](c3ccccc3)CC(=O)N(C)C[C@@H]1O2,27,2,2,4,-1,nt,-2
COC(=O)c1c(C)oc2ccc(N(C(C)=O)S(=O)(=O)c3ccccc3)cc12,-2,-2,0,-11,-9,45,0
C[C@@H]1CN([C@H](C)CO)C(=O)c2cccc(NC(=O)c3cnccn3)c2O[C@H]1CN(C)C(=O)Nc1ccc(C(F)(F)F)cc1,-1,-4,-2,12,-2,-2[16.7 µM],5
CC(C)Oc1cccc(C(=O)O)c1,0,-17,1,-4,nt,3,nt
CCOc1ccc2[nH]c(C)c(CN3CCOCC3)c(=O)c2c1,3,2,-3,0,-5,-4,0

Ordered by molar mass (largest number first): part of the list above.
smiles,Cneo AK release,ARNT TACC3 PPI,esBAF inh,Statin myotox sup,SIRT5 inh,miR-122 sensor,ERp5 inh
COc1ccc(C(c2nnnn2CC2CCCO2)N2CCN(c3cccc(C)c3C)CC2)cc1 (stereo not drawn),-4,1,nt,nt,nt,15,nt
COc1cccc(N2CCN(C(=O)C3CCC(=O)N(C4CCCCCC4)C3)CC2)c1 (stereo not drawn),1,5,8,-8,1,-5,7
CCOc1ccc2[nH]c(C)c(CN3CCOCC3)c(=O)c2c1,3,2,-3,0,-5,-4,0
CC(C)Oc1cccc(C(=O)O)c1,0,-17,1,-4,nt,3,nt

The list goes on.
smiles,Cneo AK release,ARNT TACC3 PPI,esBAF inh,Statin myotox sup,SIRT5 inh,miR-122 sensor,ERp5 inh
Cc1cccc(C)c1NC(=O)Nc1nc(C(N)c2ccccc2Cl)cs1 (stereo not drawn),-1,nt,-6,5,-3,-1,2
COc1ccc2[nH]c3c(N4CCC(O)(c5cccc(C(F)(F)F)c5)CC4)ncnc3c2c1,-4,-4,nt,nt,nt,15,nt
Cc1cc(C(=O)Nc2ccccc2C(F)(F)F)no1,0,-9,-4,1,nt,-18,nt
COc1ccc(NC(=O)c2cc(C3CCCCN3S(=O)(=O)c3ccccc3)on2)c(C)c1 (stereo not drawn),3,nt,8,2,-3,5,10
COc1cc(OC)c(NC(=S)Nc2cccc(C(C)=O)c2)cc1Cl,nt,3,1,-20,nt,9,nt
Cc1ncc(CO)c(CNc2ccc(-c3nc4ccccc4[nH]3)cc2)c1O,-15,7,-9,8,1,nt,2
COCCCNC(=O)c1ccc2c(=O)n(Cc3ccccc3OC)c(=S)[nH]c2c1,-7,-10,-3,2,-2,4,5
CCc1ccccc1NC(=O)CN(C)C(=O)COC(=O)c1ccco1,1,-3,-3,-1,-3,nt,-3
COc1cc(/C=C(\NC(=O)c2ccccc2)C(=O)NC(C(=O)O)c2ccccc2)cc(OC)c1OC (stereo not drawn),0,-6,0,-9,nt,-1,0
COc1ccc2cc(C(N)=O)/c(=N\NC(=O)c3ccccc3)oc2c1,4,-8,-83,-23,-1,-5,0
Cc1ccc(-c2csc3nc(C)n(-n4c(C)ccc4C)c(=O)c23)o1,7,-19,-4,nt,nt,-4,nt
Cc1ccc(/C=N/NC(=S)N2CCOCC2)cc1,-6,45*,nt,nt,nt,-9,nt
COC(=O)c1ccc(CO/N=C2\CCCc3nonc32)cc1,-9,1,23,-2,-2,3,-7
COc1ccc(CN(C)C2CCCCC2)c(C)c1C,2,-2,1,2,nt,4,nt
CC1(C(=O)NS(=O)(=O)c2cccs2)CCN1C(=O)Cc1ccc(Cl)cc1Cl (stereo not drawn),-15,nt,-3,3,-5,nt,-7

Entries listed above that bear a hit mark in SIRT5 inh.
Structure | ARNT TACC3 PPI | esBAF inh | SIRT5 inh | miR-122 sensor | ERp5 inh
COCC(=O)N1C[C@H](C)[C@H](OC)CN(C)C(=O)c2cc(NC(=O)C3CCC3)ccc2OC[C@@H]1C | -4 | -5 | 24* | nt | 3

The results go on:
smiles,Cneo AK release,ARNT TACC3 PPI,esBAF inh,Statin myotox sup,SIRT5 inh,miR-122 sensor,ERp5 inh
CCc1noc(C)c1C(=O)Nc1nc2c(C)cc(C)cc2s1,-6,2,-3,3,-2,8,3
CCC(C(=O)OCC(=O)c1c(N)n(CC(C)C)c(=O)n(C)c1=O)c1ccccc1 (stereo not drawn),1,-1,14,-15,-5,-4,1
S=c1nc[nH]c2c1ncn2C1CCCO1 (stereo not drawn),-1,7,-7,6,-7,nt,1
Cc1noc(/C=C/N(C)C)c1S(=O)(=O)N1CCCC(C(=O)N2CCCCC2)C1 (stereo not drawn),-2,-2,-11,-7,17*,nt,-8
O=C(O)C1C2C=CC(C2)C1C(=O)OC1CC2CCC1C2 (stereo not drawn),-1,nt,6,-8,nt,4,nt
O=C(Cc1cccc2ccccc12)Nc1ccc2c(c1)C(=O)NC2=O,nt,-5,nt,nt,-3,nt,0
C[C@@H]1CN([C@H](C)CO)S(=O)(=O)c2ccc(C3=CCCCC3)cc2O[C@H]1CN(C)C(=O)Nc1ccc2c(c1)OCO2,1,7,4,-25,20*,35[16.7 µM],-1
COc1ccc(CCn2c(N)c(C(=O)NCc3ccco3)c3nc4ccccc4nc32)cc1,nt,-11,nt,nt,-6,nt,0
COc1ccc(C(=O)CCNc2cccc(Cl)c2)cc1,1,-5,nt,nt,nt,-12,nt
COc1ccc(N2CCN(C(=O)COC(=O)[C@@H](NC(=O)c3c(F)cccc3F)C(C)C)CC2)cc1,-1,0,-1,18,-9,1,-4
C[C@@H]1CN([C@H](C)CO)C(=O)Cc2cc(N(C)C)ccc2O[C@@H]1CN(C)Cc1ccccc1,-1,-6,0,-39,-2,3[16.7 µM],4
CSc1ncc2c(=O)[nH]c(-c3ccccc3)nc2n1,-1,-11,-2,-9,8,nt,2
CCOc1ccc(CN(C)C(=O)c2ccc(NC(=O)CC3SC(N4CCCC4)=NC3=O)cc2)cc1 (stereo not drawn),1,-3,-10,2,-1,3,6
CC(C)(C)c1ccc(NC(=O)N2CCCN(c3ccc([N+](=O)[O-])cn3)CC2)cc1,2,-2,12,5,nt,15,-2
CC(C)N(C(=O)CSc1n[nH]c(=O)n1CCc1ccccc1)C(C)C,1,-5,3,4,-2,-14,4
COc1ccccc1NC(=O)N[C@@H]1CC[C@@H](CC(=O)N[C@H](C)c2ccccc2)O[C@@H]1CO,-3,-7,4,0,2,nt,2
O=C(Nc1nc2c(Cl)ccc(Cl)c2s1)c1ccco1,-2,-11,11,3,-12,8,-13
Cc1ccc(C)c(N(C(=O)Cn2nnc3ccccc32)C(C(=O)NC(C)(C)C)c2ccsc2)c1 (stereo not drawn),1,-47,2,-11,nt,1,nt
CCOc1ccc(OCC)c(NC(=O)CN(C)S(=O)(=O)c2cccc3nsnc23)c1,-3,18,0,-15,nt,-3,nt
Cc1ccc(N(C(=O)c2snc(C(N)=O)c2N)C(C(=O)NCC2CCCO2)c2c[nH]c3ccccc23)cc1 (stereo not drawn),nt,2,0,-12,8,6,-1
COc1cc(NC(=O)c2onc(C)c2Cl)c(OC)cc1Cl,0,6,-3,7,nt,1,-2
CC(Sc1ccc(Cl)cc1)C(=O)Nc1ccc(S(=O)(=O)N2CCOCC2)cc1 (stereo not drawn),-1,-2,-9,17,nt,-4,nt
CCOc1ccc(S(=O)(=O)NCCC(=O)NCc2ccc(OC)c(OC)c2)cc1,-2,0,4,8,-1,5,-19
COC(=O)c1ccsc1NC(=O)CSc1nnnn1-c1ccccc1SC,-1,nt,-5,20,nt,-4,nt
CCOC(=O)c1sc(NC(=O)CSc2nc3c(cc2C#N)CCCCCC3)c(C#N)c1C,0,-4,-3,nt,nt,-7,nt
O=S(=O)(N[C@@H]1CC[C@H](CCn2cc(-c3ccc(F)cc3)nn2)O[C@@H]1CO)c1ccccc1F,6,6,5,6,-3,nt,0
COc1cc(/C=N/O)c(Br)cc1OCC(=O)Nc1ccccc1C,1,-7,5,8,nt,-2,4
CCCOC(=O)c1cccc(NC(=O)c2cccnc2)c1,5,-3,9,-2,nt,3,nt
COc1cc(SC)ccc1C(=O)NCCOc1c(C)cc(C)cc1C,2,-13,-1,-66,-4,-6,2
N#Cc1ccc(-c2nc3ccc(Br)cn3c2Cc2ccccc2C(F)(F)F)cc1,0,nt,2,-10,-3,-4,0
CCN(CC)C(=N)/C(C#N)=N/Nc1ccccc1,-1,nt,nt,nt,17*,8,2
COC(=O)c1cccc(NC(=O)C2CCCN2C(=O)c2cccs2)c1 (stereo not drawn),1,-4,3,-8,-5,-4,2
CC(=O)Oc1ccc(-c2cccc(C(=O)O)c2)cc1,nt,5,18,18,nt,-4,nt
O=C(c1ccc(-c2ccccc2Cl)o1)N1CCCC(C(F)(F)F)C1 (stereo not drawn),-1,4,51*,-5,-3,3,6
COc1ccccc1CNC(=O)C1CCN(S(=O)(=O)c2ccc3c(c2)NC(=O)CO3)CC1,-3,0,0,12,-3,-7,-3
COc1ccc(NC(=O)CCS(=O)(=O)c2ccc3c(c2)oc(=O)n3C)cc1,-2,-1,-6,8,-1,nt,-1
Cc1cc(S(=O)(=O)N2CCOCC2)ccc1OCC(=O)NCc1ccccn1,0,2,nt,nt,-22,-7,1
C[C@H]1CN([C@@H](C)CO)C(=O)Cc2cc(NC(=O)C3CC3)ccc2O[C@H]1CN(C)Cc1ccc(Cl)c(Cl)c1,0,46*,1,-12,5,-4[16.7 µM],-1
Cc1ccc(S(=O)(=O)N2CC[C@H]3[C@H](CO)Nc4ccc(Br)cc4[C@H]32)cc1,56,-1,2,32,1,-7[16.7 µM],7
CCCCn1c(NC(=S)Nc2ccccc2)nc2ccccc21,11,12,-4,4,nt,-2,nt
O=C(CNC(=O)c1ccc(Br)o1)NNC(=O)COc1ccccc1Cl,-2,-3,-1,22,-5,1,-2
COc1ccc(C)cc1S(=O)(=O)N1CCc2ccccc2C1,2,1,-3,-7,0,18,-5
N#Cc1ccc(C(CC(=O)O)N2Cc3ccccc3C2=O)cc1 (stereo not drawn),-1,3,0,6,-3,-6,5
O=C(NCCC1=CCCCC1)c1ccc(Cl)c([N+](=O)[O-])c1,-4,0,nt,nt,0,nt,-1
O=C(Nc1ccc(O)c2c(=O)cc(-c3ccccc3Cl)oc12)c1ccc(Cl)c(Cl)c1,-2,-1,51*,-67,nt,-3,-2
